GRK2 aptamer HTS: human GRK2 inhibition via aptamer displacement; P25098; bead flow cytometry, FAM-aptamer displacement from GRK2; inhibition of aptamer binding, % at 10 µM; 0.59% of 330,000 active; AID 488847;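 active = inhibition of aptamer binding above 40%, roughly 3 SD of noise, on plates passing a quality check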;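 also: median bead fluorescence of bound FAM aptamer so fluorescent compounds give negative values; no value below 0 was filed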
Target sequence (P25098 whole entry, looked up): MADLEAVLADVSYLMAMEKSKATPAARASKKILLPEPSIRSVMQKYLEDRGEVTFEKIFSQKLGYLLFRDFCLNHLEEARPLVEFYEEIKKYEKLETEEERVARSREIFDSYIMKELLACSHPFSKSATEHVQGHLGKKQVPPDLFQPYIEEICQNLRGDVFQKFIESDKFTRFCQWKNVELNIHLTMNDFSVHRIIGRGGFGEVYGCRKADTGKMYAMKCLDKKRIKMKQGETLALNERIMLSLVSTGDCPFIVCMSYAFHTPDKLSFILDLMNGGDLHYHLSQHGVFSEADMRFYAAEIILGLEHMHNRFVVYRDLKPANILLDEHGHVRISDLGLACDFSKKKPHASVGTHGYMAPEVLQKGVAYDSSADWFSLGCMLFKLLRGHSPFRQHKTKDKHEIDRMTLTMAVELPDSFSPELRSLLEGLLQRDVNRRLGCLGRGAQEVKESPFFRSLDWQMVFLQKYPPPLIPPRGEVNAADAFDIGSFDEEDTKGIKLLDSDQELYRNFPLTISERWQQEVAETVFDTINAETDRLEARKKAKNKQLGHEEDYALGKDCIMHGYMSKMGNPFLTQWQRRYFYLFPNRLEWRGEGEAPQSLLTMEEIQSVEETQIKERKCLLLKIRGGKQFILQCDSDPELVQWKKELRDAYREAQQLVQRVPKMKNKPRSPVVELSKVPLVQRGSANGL
VLA-4 inh: inhibition in a human VLA-4 binding assay; P13612; VLA-4 expressing cells, ligand binding flow cytometry; inhibition, % (about 7 µM as worked out from the volumes in the protocol); 0.2% of 330,000 active; in the data active = inhibition above about 50%
AGP1 TOR yeast: modulators of TOR pathway AGP1-GFP in S. cerevisiae; S. cerevisiae AGP1-GFP multiplex flow cytometry, 3 h; GFP as percent of DMSO wells; GFP response vs DMSO, % at 10 µM; 0.02% of 320,000 active; AID 2066;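 active = GFP response relative to DMSO above a set limit, near screen average plus 3 SD, cut at about 150% in these data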;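 also: median GFP channel fluorescence of the gated AGP1 strain per well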
MEP2-GFP yeast: yeast TOR pathway MEP2-GFP modulation; GFP response vs DMSO, % at 10 µM; 0.51% of 330,000 active; S. cerevisiae MEP2-GFP strain, flow cytometry GFP, 3 h; 100% = DMSO control level;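 active = GFP response versus DMSO above a set limit, roughly screen mean plus 3 SD, cut at about 180% in these data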;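 also: median GFP fluorescence of the barcode-gated MEP2-GFP cells per well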
RPL19A TOR yeast: modulators of TOR pathway RPL19A-GFP in S. cerevisiae | 0.3% of 330,000 active | AID 2025 | percent response vs DMSO, % at 10 µM | S. cerevisiae RPL19A-GFP strain, flow cytometry, 3 h; active compounds read low;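 active = percent response vs DMSO below 50%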;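 also: median channel GFP fluorescence of the barcoded RPL19A-GFP strain; ratio of sample median GFP to plate DMSO average so 100% = DMSO; lower means less RPL19A-GFP as with rapamycin TOR inhibition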
JMJD2C inh: inhibitors of human GASC-1 (JMJD2C) demethylase; Q9H3R0; GST-JMJD2C(1-420) H3K9me3 demethylation, DELFIA europium; inhibition, % at 2.35 µM; 0.069% of 330,000 active;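 active = more than half of a compound's replicate wells show inhibition beyond 50%, single wells judged on their own value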;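 also: signal counts dimethyl H3K9 product captured on neutravidin plate; 0% = median of DMSO wells and 100% = 0.3 times that DMSO median; strong numbers were not always called active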
Target sequence (Q9H3R0 1-420 limits assumed): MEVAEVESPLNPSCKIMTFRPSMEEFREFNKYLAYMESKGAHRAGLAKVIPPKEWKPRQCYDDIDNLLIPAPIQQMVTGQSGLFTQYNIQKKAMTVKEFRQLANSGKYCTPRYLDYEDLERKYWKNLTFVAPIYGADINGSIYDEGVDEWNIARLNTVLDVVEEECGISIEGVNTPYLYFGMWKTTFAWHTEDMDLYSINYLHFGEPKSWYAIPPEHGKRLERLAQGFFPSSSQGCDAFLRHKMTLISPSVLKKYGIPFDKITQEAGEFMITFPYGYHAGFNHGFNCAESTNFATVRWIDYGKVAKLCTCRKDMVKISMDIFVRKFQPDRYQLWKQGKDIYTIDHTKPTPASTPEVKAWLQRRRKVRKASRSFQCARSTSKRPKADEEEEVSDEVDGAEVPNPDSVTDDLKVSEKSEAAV
CIT2-GFP yeast: yeast TOR pathway CIT2-GFP modulation; 0.065% of 320,000 active; S. cerevisiae CIT2-GFP strain, flow cytometry, 3 h; 100 means same as DMSO wells; GFP response vs DMSO, % at 10 µM; AID 2029;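 active = GFP response relative to DMSO above a set limit, near the screen mean plus 3 SD, cut at about 150% in these data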;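 also: ratio of well median GFP fluorescence to mean of DMSO wells on the plate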
LAP4 TOR yeast: alters LAP4-GFP fluorescence in TOR pathway yeast screen; S. cerevisiae LAP4-GFP multiplex, flow cytometry GFP, 3 h; median GFP as percent of DMSO wells; GFP response vs DMSO, % at 10 µM; 0.34% of 320,000 active; AID 2023;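 active = GFP response vs DMSO above a set limit, about the screen mean plus 3 SD, cut at about 150% in these data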
An asterisk follows results filed as active; i = inactive; · = no result given.

GRK2 aptamer HTS	VLA-4 inh	AGP1 TOR yeast	MEP2-GFP yeast	RPL19A TOR yeast	JMJD2C inh	CIT2-GFP yeast	LAP4 TOR yeast	SMILES
4.0	5.6	93.3	102.8	104.9	-2.7	104.2	106.5	Cc1cc[n+](C2=C([O-])c3ccccc3C(=O)/C2=N\S(=O)(=O)c2cccs2)cc1C
2.0	-6.1	109.0	105.2	106.7	25.2	110.6	104.6	Cc1nnc(NC2=NCCC2)s1
3.0	1.9	93.1	103.1	99.5	1.5	93.5	108.3	Fc1cccc(Cn2ccc(-c3ccc4c(c3)OCO4)n2)c1
0.0	-0.2	97.8	102.5	99.8	0.6	100.3	101.3	CCC(C(=O)NC1CCCC1)N(Cc1cccs1)C(=O)Cn1nnc(-c2ccc(OC)c(OC)c2)n1 (stereo unspecified)
0.0	0.0	·	106.0	110.3	-31.4	107.0	110.2	CCOC(=O)N1CCN(Cc2nc(N)nc(Nc3ccc(C)cc3)n2)CC1
0.0	22.5	100.9	94.2	98.3	-12.5	98.9	96.8	O=C(NC(NC1CCS(=O)(=O)C1)C(Cl)(Cl)Cl)c1ccc(Br)cc1 (stereo unspecified)
0.0	7.7	101.5	109.6	112.0	5.9	104.1	101.9	O=C(Cn1cc(C(=O)C(F)(F)F)c2ccccc21)NCc1ccco1
0.0	17.3	89.5	88.2	101.6	2.3	84.9	86.4	Cc1ccc(NC(=S)N2CCCC(c3nc4ccccc4[nH]3)C2)cc1 (stereo unspecified)
0.0	8.0	110.5	110.7	103.2	1.9	103.8	104.2	CC(NC(=O)CCNC(=O)c1ccc(Br)cc1)c1ccc(S(N)(=O)=O)cc1 (stereo unspecified)
0.0	-7.2	102.5	96.0	104.1	-17.5	94.8	104.1	COc1cc(OC)c(C(=O)Nc2cc(Cl)ccc2-n2cncn2)cc1OC
3.0	8.7	104.5	103.7	97.0	3.2	104.6	107.3	Cc1ccc(NC(=O)NC2CCCCC2)cc1S(=O)(=O)N1CCOCC1
4.0	-0.3	·	81.7	94.1	35.1	99.7	75.9	Cc1nc2cc(CO)ccc2n1C
0.0	-7.2	99.5	89.9	93.5	i	94.8	104.3	Cc1cc(Cl)ccc1-n1c(-c2cccnc2)n[nH]c1=S
0.0	7.5	101.2	109.7	107.0	1.0	116.4	110.2	CC(=O)c1ccc(N2CCN(CC(=O)Nc3ccc4c(c3)OCCO4)CC2)cc1
1.0	-5.9	94.5	99.0	100.5	-10.1	90.7	96.3	CC(C)CCNC1=CC(=O)CC(c2ccccc2)C1 (stereo unspecified)
1.0	24.4	118.6	98.9	99.0	-5.0	104.8	103.9	O=C(COC(=O)CN1C(=O)C2CCCCC2C1=O)NNC(=O)c1ccc(Cl)cc1 (stereo unspecified)
1.0	0.5	103.8	99.9	94.4	-4.6	94.7	98.0	COc1cccc(CC(NC(C)=O)C(=O)NC2CCN(S(=O)(=O)c3ccc(F)cc3)CC2)c1OC (stereo unspecified)
0.0	-1.2	85.2	87.5	82.8	8.0	93.3	·	COc1ccc(NC(=O)CC(c2ccco2)C(C)C)cc1 (stereo unspecified)
3.0	7.5	106.0	97.9	100.0	3.7	108.5	111.9	C=CCSc1nc2c(c(=O)[nH]c(=O)n2C)n1Cc1ccc(C)cc1
0.0	0.6	101.2	103.1	99.6	2.7	94.3	108.4	CC1(C)Cc2c(cnn2-c2cccc(F)c2)C(NC(=O)CCN2CCCC2=O)C1 (stereo unspecified)
1.0	-4.9	100.6	107.1	106.1	-1.1	78.2	97.6	COc1ccc(N=Cc2ccc(-c3ccccc3)o2)cc1
1.0	6.9	79.2	91.1	86.9	1.4	94.8	71.5	CCNS(=O)(=O)c1ccc(CCC(=O)N2CCN(c3ccc(OC)cc3)CC2)cc1
1.0	7.7	106.0	105.4	103.2	-17.8	98.5	107.4	CC1(C)CC(=O)C2=C(C1)OC(N)=C(C#N)C21C(=O)N2CCCc3cccc1c32 (stereo unspecified)
1.0	10.3	92.2	103.8	100.6	-0.6	97.8	92.1	COC(=O)N/N=C(\C)c1ccc(OC(F)F)cc1OC(F)F
0.0	13.1	104.0	100.0	99.9	1.5	97.0	99.4	COc1ccc(OC)c(S(=O)(=O)NCCOC23CC4CC(CC(C4)C2)C3)c1
1.0	-0.6	106.0	101.7	102.0	5.5	105.3	103.8	Cc1noc(C)c1C(=O)NC(C)c1ccc2c(c1)OCO2 (stereo unspecified)
2.0	-8.9	94.3	93.0	94.4	-8.9	96.4	90.8	Cc1ccc(S(=O)(=O)N2CCN(C(=O)CN3C(=O)NC(C)(c4ccc(Cl)cc4)C3=O)CC2)c(C)c1 (stereo unspecified)
0.0	12.0	105.2	100.2	98.7	29.9	94.6	107.6	CCOC(=O)N1CCN(C(=O)c2cc3c(ccc4ccccc43)oc2=O)CC1
1.0	1.2	95.4	96.8	101.2	8.1	96.8	98.2	COc1ccc(OCCNS(=O)(=O)Cc2ccccc2)cc1
0.0	5.0	95.6	111.0	101.5	11.2	111.9	93.9	COCCCNCCOCCOc1ccc(Cl)cc1C(C)(C)C
2.0	10.9	92.0	98.5	93.3	-8.2	95.9	101.0	COC(=O)c1ccc(SCc2ccccc2)nc1
2.0	-10.9	81.5	90.5	113.1	1.3	108.7	80.3	Cc1cc2occ(CC(=O)OCC(=O)Nc3sc4c(c3C#N)CCC(C)C4)c2cc1C (stereo unspecified)
0.0	-4.6	108.6	106.5	103.3	1.2	101.3	91.1	COc1ncccc1C(=O)N1CCCC(C(=O)c2cc(F)ccc2F)C1 (stereo unspecified)
2.0	-4.3	89.1	93.0	103.2	3.8	87.8	83.8	Cc1cccc(NC(=O)CSc2ccc(-c3cccnc3)nn2)c1
0.0	10.8	98.6	101.8	94.7	5.5	101.7	99.4	CCN(Cc1ccncc1)Cc1cn[nH]c1-c1ccc(OC)cc1F
2.0	-0.4	104.3	106.0	99.8	-5.3	104.5	104.5	Cc1cccc2cc(CN(Cc3ccccc3)C(=O)c3cccc(F)c3)c(Cl)nc12
0.0	23.2	99.7	100.0	99.5	-5.2	100.9	88.9	CCN(C(=O)c1ccnn1C)c1ccccc1
1.0	8.0	98.0	102.7	99.3	16.1	96.2	95.8	COc1cccc(OC)c1OCCCN1CCOCC1
3.0	-7.0	92.1	100.9	97.5	1.5	94.7	95.2	COC(=O)c1c(NC(=O)c2ccco2)sc(C(=O)N2CCCC2)c1C
0.0	6.3	94.8	96.5	92.6	-3.4	96.1	98.3	O=C(NCC(=O)N1CCN(S(=O)(=O)/C=C/c2ccccc2)CC1)c1ccc(Cl)cc1
98.0*	14.2	98.0	123.7	108.5	-2.2	116.5	94.8	CC(=O)NC1C(=O)N(CCN2CCOCC2)c2ccc(Cl)cc21 (stereo unspecified)
0.0	6.6	94.9	98.1	97.9	-45.9	86.7	94.3	COc1ccc(-c2[nH]ncc2N=Nc2cc(C)cc(C)c2)cc1
0.0	19.2	101.9	89.0	97.8	-5.9	96.3	90.4	C[C@H](CO)N1C[C@H](C)[C@@H](CN(C)Cc2ccc(-c3ccccc3)cc2)Oc2c(NS(=O)(=O)c3ccc(F)cc3)cccc2C1=O
3.0	i	105.0	105.5	99.2	0.7	101.5	96.3	CN1CCOCCOCCN(C)C(=O)N2CCOCCOCCN(CCOCC2)C1=O
3.0	9.3	101.9	100.1	97.5	0.2	99.5	96.8	CCOC(=O)NCc1ccc(S(=O)(=O)Nc2ccccc2C)cc1
0.0	14.8	103.3	107.2	105.2	17.5	100.0	98.3	CCC(C)(C)C1CCC2(CC1)NC(=O)N(CC(=O)Nc1cc(C(F)(F)F)ccc1N1CCOCC1)C2=O (stereo unspecified)
0.0	0.2	106.4	102.7	99.2	2.2	100.5	106.2	O=C(CSc1nnc(C2COc3ccccc3O2)o1)Nc1nccs1 (stereo unspecified)
1.0	-1.4	87.2	89.2	89.2	-0.4	98.2	87.2	CCOC(=O)c1ccc(NC(=O)C2(c3ccc(OC)cc3)CCCC2)cc1
0.0	0.2	99.1	97.2	94.3	3.2	102.9	103.8	COc1ccc(CCC(=O)OCc2csc(CC(=O)Nc3ccc(C)cc3)n2)cc1OC
0.0	3.4	90.6	99.2	101.5	-4.8	87.1	108.7	Cc1ccc(C(=O)OCC(=O)N(C)c2ccccc2)cc1C
0.0	-8.2	101.6	105.5	108.0	-26.2	103.0	90.2	CCOc1ccc2[nH]c3nc(SCC(=O)NC4CCCC4)nnc3c2c1
0.0	-3.9	96.5	96.2	97.5	-0.9	98.3	83.6	COc1ccc(-c2csc(NC(C)c3nc4cc(Cl)c(Cl)cc4n3CCOCCO)n2)cc1 (stereo unspecified)
0.0	2.4	93.2	90.2	95.1	-3.0	82.8	116.3	CCOc1ccccc1NC(=O)Cc1coc2cc(C)ccc12
1.0	14.0	103.6	103.7	109.5	0.5	104.3	93.5	Cc1cc(C2=NNC(=NC3CC3)SC2)c(C)n1-c1ccccc1F
8.0	5.1	101.1	101.9	99.9	7.4	102.5	102.5	O=C(CSc1nnc2n(C3CCCC3)c(=O)c3ccccc3n12)N1CCCCCC1
0.0	11.7	99.1	104.7	101.3	-2.9	99.0	99.1	O=C(C(Sc1ccccc1)c1ccccc1)N1CCOCC1 (stereo unspecified)
0.0	4.9	102.6	101.2	103.6	-17.9	103.5	92.5	COCc1cc(=O)[nH]c(N2CCN(C(=O)c3ccco3)CC2)n1
2.0	2.1	98.0	91.9	94.2	9.3	91.9	87.3	CC1CCC2(CC1)NC(=O)N(Cc1nc(-c3ccccc3)no1)C2=O (stereo unspecified)
0.0	11.8	101.3	103.7	101.8	-0.6	100.6	101.3	O=C(NNC1=NC2(CCCC2)Cc2ccccc21)c1cccnc1
0.0	-9.3	105.9	106.6	107.5	0.1	106.6	118.5	CSc1ccc(CN(C)C(=O)c2cc(=O)[nH]c3ccccc23)cc1

Record cards, from the list above. Order of values: GRK2 aptamer HTS, VLA-4 inh, AGP1 TOR yeast, MEP2-GFP yeast, RPL19A TOR yeast, JMJD2C inh, CIT2-GFP yeast, LAP4 TOR yeast
COc1ccc(-c2[nH]ncc2N=Nc2cc(C)cc(C)c2)cc1 is listed with 0.0, 6.6, 94.9, 98.1, 97.9, -45.9, 86.7, 94.3
Cc1cccc2cc(CN(Cc3ccccc3)C(=O)c3cccc(F)c3)c(Cl)nc12 is listed with 2.0, -0.4, 104.3, 106.0, 99.8, -5.3, 104.5, 104.5
CCN(Cc1ccncc1)Cc1cn[nH]c1-c1ccc(OC)cc1F is listed with 0.0, 10.8, 98.6, 101.8, 94.7, 5.5, 101.7, 99.4
O=C(NNC1=NC2(CCCC2)Cc2ccccc21)c1cccnc1 is listed with 0.0, 11.8, 101.3, 103.7, 101.8, -0.6, 100.6, 101.3

(cont.)
GRK2 aptamer HTS	VLA-4 inh	AGP1 TOR yeast	MEP2-GFP yeast	RPL19A TOR yeast	JMJD2C inh	CIT2-GFP yeast	LAP4 TOR yeast	SMILES
2.0	-4.9	107.8	101.5	101.3	-0.9	103.6	103.0	CCC(C)N(C(=O)COc1ccc(Br)cc1C=O)C1CCS(=O)(=O)C1 (stereo unspecified)
0.0	-4.3	95.3	98.4	96.7	6.7	97.4	92.5	COCCCC1CCN(C(=O)C2CCC(=O)N(CCc3cccc(F)c3)C2)CC1 (stereo unspecified)
0.0	7.2	95.3	103.8	98.5	-21.0	104.5	93.0	CCCOc1ccc(C2=CSC3=NCCN23)cc1
0.0	-6.3	101.3	96.7	104.6	-10.0	104.2	97.2	C/C(=N\NS(=O)(=O)c1cccc([N+](=O)[O-])c1)c1cccnc1
2.0	2.3	101.9	103.6	104.3	-3.0	108.2	106.0	Cc1onc(-c2ccccc2)c1C(=O)N/N=C/c1ccc([N+](=O)[O-])s1
0.0	8.1	113.9	110.2	109.0	-3.7	101.0	111.4	CS(=O)(=O)N(CCc1ccccc1)CC(=O)NCc1cccnc1
0.0	-7.3	95.1	105.9	99.6	-6.2	93.6	100.5	CCC(C)Nc1nc2c(C)cccn2c(=O)c1C=Nc1ccc(OC)cc1 (stereo unspecified)
